# PglD inh – inhibitors of Campylobacter jejuni PglD acetyltransferase | purified PglD enzyme, DTNB colorimetric CoA detection | inhibition, % at 12.5 µM | actives 0.098% (n = 360,000); in the data active = inhibition above about 16%, passing the limit was not always enough; note: strong numbers were not always called active
# PGC1a acetyl inh – lowers PGC1a acetylation signal in U2OS cells | AlphaScreen anti-acetyl-lysine; with virally co-expressed GCN5 acetyltransferase | inhibition, % at 15.6 µM | actives 0.17% (n = 350,000);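 active = every replicate shows inhibition of at least 40%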;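 note: 0% = neutral control wells and 100% = positive control wells; some results beyond the cut were filed as inactive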
# FN deposition inh – fibronectin deposition inhibition | AH1F fibroblasts, Alexa488-fibronectin deposition fluorescence, overnight | inhibition, % at 12.6 µM | actives 0.086% (n = 350,000);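 active = mean inhibition across replicates of 30% or more, regardless of how many single replicates reach that level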;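 note: positive control wells lacked labelled fibronectin entirely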
#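 Material – AH1F fibroblast monolayer, labelled fibronectin deposition · Reagent – labelled fibronectin 24 nM · Timing – 1 h adhesion, overnight exposure · Measured by – fluorescence at 485 nm excitation, 525 nm emission · Read-out – inhibition of fibronectin deposition signal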
# miR-122 sensor – miR-122 inhibition in Huh7 cells. Huh7 miR-122 Renilla luciferase sensor, 48 h; neutral wells = 0, positive control = 100. activation (reporter increase), % at 12.5 µM. actives 0.3% (n = 340,000);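 active = mean replicate activation score at least 90 and every replicate individually at or above 90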;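 note: higher luciferase means less miR-122 activity so hits act as miR-122 inhibitors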
# CFTR F508del cor – CFTR F508del correction in bronchial cells. CFBE cells, YFP halide quenching; stimulated with forskolin plus potentiator P3; % fluorescence drop versus neutral controls. activity (quench increase), % at 7.58 µM. actives 0.36% (n = 350,000);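 active = mean added fluorescence quench of at least 8% versus neutral control, with both replicates also reaching 8%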;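 note: cells transiently co-express mutant CFTR-F508del with the halide-sensitive YFP; corrector assay measuring rescue of mutant channel to the surface after 24 h compound exposure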
# GSIS activator – primary screen for activators of insulin secretion dependent on glucose, INS-1E cells, GLuc reporter luminescence; INS-1E GLuc reporter insulin secretion, 2-3 h; activation, % at 16.6 µM; actives 0.61% (n = 370,000); AID 743287;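 active = lowest replicate activation of at least 40%, so every replicate reaches that level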;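 note: 0% = median of neutral control wells and 100% = median of IBMX positive control wells; some compounds called inactive have numbers as strong as hits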
# Statin myotox sup – suppressors of simvastatin-induced myotoxicity in C2C12 myotubes; ATP luminescence, 48 h; scaled: DMSO 0, geranylgeraniol control 100; rescue of ATP level, % at 7.49 µM; actives 0.78% (n = 330,000);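 active = mean ATP rescue above about 67%, or every replicate alone reaching that limit, limit read from the data, passing the limit was not always enough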;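 note: myotubes were challenged with 10 µM simvastatin during compound exposure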
# Cneo AK release – Cryptococcus neoformans lysis via adenylate kinase release. C. neoformans lysis, adenylate kinase release luminescence, 4 h; normalised: neutral wells 0, clomiphene wells 100. lysis activity, % at 15 µM. AID 651654. actives 0.2% (n = 360,000);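 active = mean lysis activity across replicates of at least 80%, whatever share of replicates individually reach that level; inactive = mean lysis activity below 80%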
#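 Material – log-phase Cryptococcus neoformans yeast cells · Input – 5 × 10^6 yeast cells/mL · Medium – fresh YPD growth medium · Doses – single compound concentration per well · Timing – static 4 h at 37 °C with compound, 1 h detection · Detection – adenylate kinase release luminescence · Read-out – signal increase indicating cell lysis · Control set – Clomiphene as positive lysis control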
# The depositor's hits bear a star; . = not tested or not shown; [ ] = remark or other dose.
structure	Cneo AK release	Statin myotox sup	FN deposition inh	CFTR F508del cor	PglD inh	GSIS activator	miR-122 sensor	PGC1a acetyl inh
CCCN1C[C@H](C)[C@H](OC)CN(C)C(=O)c2ccc(NC(=O)c3ccccc3)cc2OC[C@@H]1C	-1	-4	13	-0.6	0	25	14[16.7 µM]	-14
CC(=O)c1c(C)[nH]c(C(=O)OCC(=O)NCCCc2ccccc2)c1C	0	-25	-2	0.2	-2	-6	5	8
COc1ccccc1-c1ccc2c(c1)O[C@H](CN(C)S(=O)(=O)c1ccccc1)[C@H](C)CN([C@H](C)CO)S2(=O)=O	-1	-62	-5	-2.0	-5	-13	18[16.7 µM]	-2
CO[C@@H]1CN(C)C(=O)c2cc(NC(=O)NC(C)C)ccc2OC[C@@H](C)N(C(=O)CN(C)C)C[C@H]1C	-3	-1	0	0.8	-5	10	.	0
CCCNC(=O)N1[C@H](CNC(=O)c2cccc(F)c2)[C@@H](c2ccccc2)[C@@H]1CO	0	8	-5	0.1	-3	-1	29[16.7 µM]	-11
C[C@@H]1CCCCO[C@@H](CN(C)S(=O)(=O)c2ccc(Cl)cc2)[C@@H](C)CN([C@H](C)CO)C(=O)c2cc(NS(=O)(=O)c3ccc(F)cc3)ccc2O1	-1	1	2	4.5	1	13	0[16.7 µM]	4
CCc1ccccc1NC(=O)CNC(=O)c1cc(C2CC2)nn1-c1ccccc1	1	5	21	0.6	2	-18	-2	-7
Cn1c(SCCOc2ccc(Cl)cc2)nnc1-c1ccncc1	0	10	-7	.	-7	.	14	.
NS(=O)(=O)c1ccc(S(=O)(=O)N2CCN(C3CCCC3)CC2)cc1	.	3	10	3.9	.	14	-7	3
OC(COCc1cccs1)CN1CCN(c2ccccn2)CC1 (stereo not given)	0	-2	.	.	-5	.	.	2
O=C(NCc1ccc2c(c1)OCO2)C1CC(=O)N(C2CCCC2)C1 (stereo not given)	0	20	.	.	-1	20	0	-4
CSc1ccccc1NC(=O)CN(C)S(=O)(=O)c1ccc(F)cc1	-1	0	-18	.	-4	.	-9	.
O=C(COC(=O)COc1ccccc1)Nc1ccc(Br)cc1Br	-2	3	2	-0.2	2	3	4	.
CCCOc1cccc(C(=O)NC(=S)Nc2cccc(NC(=O)c3ccccc3Cl)c2)c1	6	.	0	.	-2	4	-2	8
CC(C)(C)C(=O)Nc1nc2c(c(=O)[nH]1)CCCC2	.	.	6	0.3	.	4	-1	-7
CC(Cc1cccs1)NC(=O)Nc1ccc(Cl)cc1 (stereo not given)	-5	.	0	.	-6	.	18	14
COc1ccc(OC)c(NC(=O)c2cccc(N3C(=O)C4C5CCC(C5)C4C3=O)c2)c1 (stereo not given)	0	-8	1	-3.7	-6	-3	-9	.
O=C(NCCN1CCOCC1)c1ccc(NC(=O)C2COc3ccccc3O2)cc1 (stereo not given)	0	-1	.	-0.7	-6	-3	-9	3
NC(=O)c1cc2ccccc2o/c1=N\NC(=O)c1ccc(F)cc1	7	0	1	-0.6	-4	16	9	0
CCCNC(=O)N(C)C[C@H]1Oc2ncc(/C=C/c3ccccc3)cc2C(=O)N([C@@H](C)CO)C[C@@H]1C	11	4	.	0.2	3	-10	0[16.7 µM]	1
COc1ccc(S(=O)(=O)N[C@H]2CC[C@@H](CC(=O)NCCc3ccncc3)O[C@@H]2CO)cc1	0	-1	.	-0.8	-2	10	.	-3
CCCC(=O)NC(=S)Nc1cccc(-c2nc3ncccc3o2)c1	.	.	-3	0.7	.	10	.	5
CCOC(=O)CNC(=O)c1ccccc1Br	4	-6	.	.	-7	.	-3	7
C=CCNS(=O)(=O)c1ccc(C(=O)OCc2cc(=O)oc3cc(OC)ccc23)cc1	1	-13	-6	2.2	0	-2	-4	1
CC(C)CN(C(=O)c1ccc2c(c1)OCO2)C1CCS(=O)(=O)C1 (stereo not given)	.	3	2	-2.1	.	5	-5	.
CO[C@@H]1CN(C)C(=O)c2cc(NS(=O)(=O)CC(F)(F)F)ccc2OC[C@@H](C)N(C(=O)c2ccc3c(c2)OCO3)C[C@H]1C	0	-7	1	0.4	1	-3	.	-2
OC(CNCC1COc2ccccc2O1)COc1ccccc1F (stereo not given)	.	9	-7	3.9	.	-15	-7	6
NC(=O)CNC(=O)[C@@H]1CC2(CC(c3ccccc3)=NO2)CN1C(=O)c1ccc(Br)cc1 (stereo not given in full)	1	-7	1	0.0	3	22	-5	-3
CCc1nn(CCCC(=O)NCc2ccc(OC(C)C)cc2)c(=O)c2cc3occc3n12	-3	-6	-2	-1.1	-1	-1	-4	-25
NC(N)=NCC(O)CN(c1ccccc1)c1ccccc1 (stereo not given)	1	.	7	2.9	-9	.	-2	3
Cc1cc(C(=O)Nc2cccc3c2O[C@H](CN(C)CC2CC2)[C@@H](C)CN([C@@H](C)CO)C3=O)n(C)n1	-3	-19	.	2.1	-2	7	-1[16.7 µM]	0
C[C@H](CO)N1C[C@H](C)[C@@H](CN(C)S(=O)(=O)CC(F)(F)F)OCc2ccccc2-c2ccccc2C1=O	-3	-17	.	-1.3	-4	.	.	5
O=C(COC(=O)CCC1CCCC1)Nc1ccccc1Br	3	0	-9	-4.6	8	-2	.	.
C[C@H]1CN([C@@H](C)CO)C(=O)c2cccc(NC(=O)Nc3ccc(C(F)(F)F)cc3)c2O[C@H]1CN(C)Cc1ccc(Cl)c(Cl)c1	-2	.	.	1.9	3	-24	23[16.7 µM]	2
Cc1ccc(C2=Nc3ccccc3N=C(C(Cl)Cl)C2)cc1	-10	-5	-18	-0.6	6	-1	-1	-2
NC(Cc1ccc(F)cc1)c1csc(Nc2cc(Oc3ccccc3)ncn2)n1 (stereo not given)	0	-7	10	0.6	9	-15	-27	-3
NC(=O)/C(=C/c1ccco1)NC(=O)c1ccc(Br)o1	0	.	-2	.	-2	-4	4	26
COc1cccc(CN(C)CC(=O)NCc2ccccc2Cl)c1OC	.	.	8	2.0	.	8	.	5
Cc1ccc(N(C(=O)c2ccccn2)C2(C(=O)NC3CCCC3)CCCCC2)cc1	5	8	-10	.	-4	.	.	-9
O=C(NCc1ccccn1)C1COc2ccccc2O1 (stereo not given)	0	-4	.	.	3	.	12	-5

# Shown with two lines to a compound: entries from further up.
# The line under a structure holds: Cneo AK release, Statin myotox sup, FN deposition inh, CFTR F508del cor, PglD inh, GSIS activator, miR-122 sensor, PGC1a acetyl inh
- CC(Cc1cccs1)NC(=O)Nc1ccc(Cl)cc1 (stereo not given)
→ -5, ., 0, ., -6, ., 18, 14
- COc1ccc(OC)c(NC(=O)c2cccc(N3C(=O)C4C5CCC(C5)C4C3=O)c2)c1 (stereo not given)
→ 0, -8, 1, -3.7, -6, -3, -9, .

# Next section
structure	Cneo AK release	Statin myotox sup	FN deposition inh	CFTR F508del cor	PglD inh	GSIS activator	miR-122 sensor	PGC1a acetyl inh
C[C@H](O)[C@@H]1C(=O)N2CCc3c([nH]c4ccccc34)[C@@H]2C[C@@H]1N(C)C(=O)Nc1ccc(F)cc1	-2	-3	-10	1.5	3	-9	0	0
NC(=O)c1ccccc1NC(=S)NC(=O)c1ccc(Br)o1	1	-3	-3	.	-1	1	3	-10
O=C(c1ccc(S(=O)(=O)N2CCOCC2)cc1)N1CCN(c2ccccc2F)CC1	-1	-9	-4	.	-1	.	-10	1
COc1ccccc1CN1CC[C@@H]2[C@H](CO)Nc3ccc(C#Cc4ccccc4)cc3[C@@H]21	76	-181	-6	-1.3	0	-18	6[16.7 µM]	-18
O=C(Nc1ncccc1O)c1ccc(OCC2CCCO2)cc1 (stereo not given)	-5	-9	2	-1.2	1	7	-6	.
COc1ccc(-c2nnc(SCC(=O)NCC3CCCO3)o2)cc1 (stereo not given)	2	3	.	-0.1	-1	1	1	.
CC1CCCC(n2c(=S)[nH]c3ccccc3c2=O)C1C (stereo not given)	15	-48	1	.	3	-33	10	-10
CN(Cc1ccccc1)C(=O)[C@@H]1CCCN1S(=O)(=O)c1ccc(Cl)cc1	-4	10	8	0.9	-4	-19	.	.

# Some of these compounds in order of the CFTR F508del cor value, largest number first:
Compound	CFTR F508del cor
C[C@H](O)[C@@H]1C(=O)N2CCc3c([nH]c4ccccc34)[C@@H]2C[C@@H]1N(C)C(=O)Nc1ccc(F)cc1	1.5
CN(Cc1ccccc1)C(=O)[C@@H]1CCCN1S(=O)(=O)c1ccc(Cl)cc1	0.9
COc1ccc(-c2nnc(SCC(=O)NCC3CCCO3)o2)cc1 (stereo not given)	-0.1
O=C(Nc1ncccc1O)c1ccc(OCC2CCCO2)cc1 (stereo not given)	-1.2
COc1ccccc1CN1CC[C@@H]2[C@H](CO)Nc3ccc(C#Cc4ccccc4)cc3[C@@H]21	-1.3

# New compounds follow.
structure	Cneo AK release	Statin myotox sup	FN deposition inh	CFTR F508del cor	PglD inh	GSIS activator	miR-122 sensor	PGC1a acetyl inh
CC1=CC(=O)C=CC1(C)C(Cl)Cl (stereo not given)	-2	-15	.	.	-10	.	8	5
O=C(C[C@H]1CC[C@H]2[C@@H](COC[C@H](O)CN2Cc2nccs2)O1)NCc1ccc(-c2ccccc2)cc1	-2	19	-5	-2.5	-2	-8	-4[16.7 µM]	-1
COc1ccc(OC)c(C(=O)N2CCC(CCC(=O)NC3CC3)CC2)c1	-1	-12	-50	0.4	-2	-12	-7	-6
Nc1nc2ccccc2[nH]1	-1	7	-3	1.8	1	27	-1	1
COc1ccc(S(=O)(=O)N[C@H]2C=C[C@@H](CC(=O)N3CCC(Cc4ccccc4)CC3)O[C@@H]2CO)cc1	8	10	2	0.1	1	-18	.	-5
C[C@H]1CN([C@@H](C)CO)C(=O)c2c(c3ccccc3n2C)-c2ccccc2CO[C@@H]1CN(C)C(=O)c1cc(Cl)cc(Cl)c1	.	.	2	-2.3	.	-11	.	15
CC(C)(O)C#Cc1ccc([C@H]2[C@H]3CN(C(=O)c4cccc(F)c4)CCCCN3[C@H]2CO)cc1	0	.	.	-1.8	5	0	16[16.7 µM]	20
N#C[C@@H]1[C@@H](c2ccccc2C2=CCCCC2)[C@H](CO)N1C(=O)NC1CCCC1	.	.	-5	-4.4	.	-20	.	-1
C[C@H](NC(=O)c1nc[nH]c1C(=O)NCCCCCN)C(=O)OCc1ccccc1	0	13	11	-1.0	4	1	1	-10
CCOc1cc(S(=O)(=O)NC2CC(C)(C)NC(C)(C)C2)ccc1Cl	-3	-9	18	-0.3	-4	-1	11	-9
Cc1ccc(COC(=O)CCc2nc3ccccc3c(=O)[nH]2)cc1	.	-3	0	.	.	6	-2	.
Cc1cc(C)cc(OCC(=O)N/N=C/c2ccccn2)c1	4	.	-9	-2.4	-3	-1	-10	9
CCCNC(=S)NC1CCCC1	4	.	10	.	-2	.	-1	.
COc1ccccc1CNC(=O)CC(C)c1ccccc1 (stereo not given)	-1	8	1	-0.3	-1	-2	-1	9
C[C@@H]1CN([C@@H](C)CO)S(=O)(=O)c2ccc(/C=C/c3ccccc3)cc2O[C@H]1CN(C)C(=O)Nc1ccc(F)cc1	-7	-9	13	4.2	-4	-2	12[16.7 µM]	-2
Cc1ccc(-c2cc(C(=O)Nc3c(C)n(C)n(-c4ccccc4)c3=O)[nH]n2)c(O)c1C	.	.	-6	-0.9	.	-5	.	4
O=C1c2ccccc2C(Nc2ccc(S(=O)(=O)N3CCOCC3)cc2)N1c1ccccn1 (stereo not given)	1	-8	-4	0.3	1	-1	.	.
COc1ccc(CCNC(=O)C2CCN(S(=O)(=O)c3cnc[nH]3)CC2)cc1OC	0	4	.	.	9	6	1	9
COCCN(CCOC)Cc1c(C)[nH]c2ccccc2c1=O	-3	4	6	.	-1	.	-12	-1
O=C(N/N=C/c1cc([N+](=O)[O-])ccc1O)c1cccc(NC(=O)c2cccc(Cl)c2)c1	0	1	3	-3.6	-1	-2	3	.
